mIAP act = mouse IAP activation | activation factor at 10 µM | AID 2805 | actives 0.24% (n = 330,000) | muIAP, CDP-Star luminescence, 30 min; hits give high values; 1 = vehicle-only enzyme signal, 0 = enzyme-free wells;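 active = activation factor of at least 2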; note: the source names both 10 and 20 µM as test concentration; values of inactives mirror those of a sister screen read the other way
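Assay system: mouse IAP enzyme / Compound: DMSO-dissolved test compounds / Timing: 30 min, room temperature / Measured by: luminescence from enzymatic CDP-Star hydrolysis / Control set: DMSO-only wells, enzyme-free buffer wells as negative control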
TIM10 inh = inhibits growth of TIM10 yeast strain. S. cerevisiae TIM10 strain growth, BacTiter-Glo luminescence, 24 h. inhibition, % at 10 µM. actives 1.4% (n = 330,000);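 active = inhibition of 40% or more at the single tested concentration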;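 note: wild-type TIM10 isogenic control strain grown at permissive 25 °C; 0% = DMSO yeast wells and 100% = minimal medium wells without yeast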
A3G deaminase = inhibitors of human APOBEC3G DNA deaminase; actives 0.28% (n = 330,000); recombinant A3G, ssDNA deamination FAM/TAMRA fluorescence; inhibition, % at 20 µM;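 active = inhibition of at least 40% at 20 µM, with no more than 30% in the related APOBEC3A deaminase screen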;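 note: plate controls were DMSO wells with A3G for no effect and wells lacking A3G enzyme for full effect; some compounds called inactive have numbers as strong as hits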
Target sequence (Q9HC16 whole entry, looked up): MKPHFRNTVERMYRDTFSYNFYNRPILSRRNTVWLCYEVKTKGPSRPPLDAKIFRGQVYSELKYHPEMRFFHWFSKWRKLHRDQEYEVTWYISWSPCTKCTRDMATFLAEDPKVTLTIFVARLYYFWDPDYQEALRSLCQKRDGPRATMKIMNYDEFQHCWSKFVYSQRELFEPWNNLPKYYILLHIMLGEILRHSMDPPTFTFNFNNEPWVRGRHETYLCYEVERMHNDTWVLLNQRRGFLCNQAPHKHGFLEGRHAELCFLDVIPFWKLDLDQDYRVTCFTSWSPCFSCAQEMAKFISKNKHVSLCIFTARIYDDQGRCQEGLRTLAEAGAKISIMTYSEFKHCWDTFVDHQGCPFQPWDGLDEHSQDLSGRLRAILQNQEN
beta cell repl = inducers of beta-cell replication in MIN6 cells; actives 0.29% (n = 330,000); proliferation, % at 10 µM; AID 2380; MIN6 cells proliferation, ATPlite luminescence, 48 h; cells starved in 0.2% serum; 100% = growth in 10% serum;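 active = compounds whose signal lies at least 3.5 SD above the mean of all wells on their plate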;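 note: 0% = DMSO-treated cells in low-serum medium and 100% = 10% serum control; some compounds called inactive have numbers as strong as hits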
NLRP3 yeast inh = blocks the NALP3 inflammasome reconstituted in yeast. Yeast reconstituted NLRP3/ASC/caspase-1, beta-gal luminescence, 24 h. inhibition, % at 10 µM. actives 0.39% (n = 330,000);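 active = inhibition of 50% or more; inactive = inhibition below 50%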;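 note: plate controls were induced DMSO wells for no effect and uninduced yeast grown without galactose for full effect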
mIAP block = blocks mouse intestinal alkaline phosphatase; purified mouse IAP, CDP-Star luminescence, 30 min; inhibition, % at 10 µM; actives 0.2% (n = 330,000);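 active = inhibition of at least 40% at 10 µM in the primary screen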;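 note: plate controls were DMSO with enzyme for no effect and no enzyme wells for full effect; values of inactives mirror those of a sister screen read the other way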
hIAP block = blocks human intestinal alkaline phosphatase. P09923. purified IAP, CDP-Star luminescence, 30 min. inhibition, % at 10 µM. actives 0.12% (n = 330,000);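 active = inhibition reaching a set limit with compound at 10 µM in the primary screen, cut at about 35% in these data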;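 note: plate controls were DMSO wells with enzyme for no effect and no-enzyme buffer wells for full effect; values of inactives mirror those of a sister screen read the other way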
Target sequence (P09923 whole entry, looked up): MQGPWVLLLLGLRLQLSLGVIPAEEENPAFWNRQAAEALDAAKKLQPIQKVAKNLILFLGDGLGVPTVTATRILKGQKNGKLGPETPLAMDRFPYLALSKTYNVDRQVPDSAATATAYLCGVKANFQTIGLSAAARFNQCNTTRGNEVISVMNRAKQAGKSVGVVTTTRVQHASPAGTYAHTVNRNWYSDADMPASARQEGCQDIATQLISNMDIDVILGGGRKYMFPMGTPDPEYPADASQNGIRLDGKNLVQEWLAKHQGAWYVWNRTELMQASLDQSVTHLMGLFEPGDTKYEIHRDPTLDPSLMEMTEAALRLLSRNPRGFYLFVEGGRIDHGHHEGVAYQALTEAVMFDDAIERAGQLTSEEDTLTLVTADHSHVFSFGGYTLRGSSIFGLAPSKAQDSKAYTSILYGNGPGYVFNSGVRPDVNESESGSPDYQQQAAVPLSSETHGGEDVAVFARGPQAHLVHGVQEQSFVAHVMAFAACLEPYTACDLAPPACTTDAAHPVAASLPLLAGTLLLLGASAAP
tim10-1 inh = growth inhibitors of tim10-1 mutant yeast; S. cerevisiae tim10-1 ts strain growth, BacTiter-Glo, 24 h; inhibition, % at 20 µM; actives 2.2% (n = 330,000); AID 463190;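 active = inhibition of at least 40%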;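 note: mutant grown at 25 °C; 0% = DMSO wells with yeast and 100% = wells holding no yeast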
A3A deaminase = human APOBEC3A DNA deaminase inhibition. inhibition, % at 20 µM. actives 0.41% (n = 330,000). AID 493011. P31941. recombinant A3A, FAM/TAMRA ssDNA deamination fluorescence;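 active = at least 40% inhibition at 20 µM here, with at most 30% in a related deaminase screen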;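 note: plate controls were A3A with DMSO for no effect and wells lacking A3A enzyme for full effect; some results filed as inactive read as strong as hits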
Target sequence (P31941 whole entry, looked up): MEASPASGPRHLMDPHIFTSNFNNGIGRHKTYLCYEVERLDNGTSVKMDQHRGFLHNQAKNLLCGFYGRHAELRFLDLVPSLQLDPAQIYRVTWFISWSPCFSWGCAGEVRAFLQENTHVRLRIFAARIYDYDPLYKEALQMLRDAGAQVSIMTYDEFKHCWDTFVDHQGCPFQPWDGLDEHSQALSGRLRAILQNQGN
Numbers without * were called inactive. No enrichment for hits, and some 4.6% of all compounds hit somewhere here.

SMILES	mIAP act	TIM10 inh	A3G deaminase	beta cell repl	NLRP3 yeast inh	mIAP block	hIAP block	tim10-1 inh	A3A deaminase
N#Cc1c(N2CCOCC2)nc(N2CCCCC2)c2c1CCN(C1CCCCC1)C2	0.93	-3	-7	-1	16	7	7	-9	-6
Cc1ccc2c(c1)c1nnc(SCC(=O)Nc3ccccc3C(F)(F)F)nc1n2CC(=O)O	1	-6	-8	-2	11	-1	7	10	-3
O=C(Cn1cc([N+](=O)[O-])ccc1=O)NC1CCCCC1	0.96	-8	-5	1	15	4	6	-14	3
O=C(Cc1ccccc1)Nc1nccs1	0.89	10	-1	-1	19	11	-4	17	1
Cc1ccc(/C=C(\NC(=O)c2ccccc2)C(=O)OCc2ccccc2)cc1	0.88	14	-3	-2	5	12	2	24	0
COC(=O)c1[nH]c2ccc(F)cc2c1NS(=O)(=O)c1ccc(OC)cc1	0.87	4	-6	-3	9	13	16	9	0
Cn1c2c(c(=O)n(C)c1=O)C(c1cccc([N+](=O)[O-])c1)Nc1ccccc1O2 (stereo not drawn)	0.99	-3	-9	1	16	0	-5	-2	-7
C=CCNc1nc(NCCO)nc(N2CCCC2)n1	0.94	-3	0	2	-3	6	-10	-12	1
Cc1nc(C)n(CC(=O)N2CCCC(C(=O)c3ccc(C(F)(F)F)cc3)C2)n1 (stereo not drawn)	0.96	3	-5	1	30	4	12	12	1
Cc1ccnc2nc(C(=O)NCc3cccs3)nn12	0.95	20	0	0	1	5	1	23	-2
CSc1nsc(SCC(=O)Nc2ccc3c(c2)OCCO3)n1	0.87	-4	-3	-2	3	13	11	-13	-2
COc1cccc(C2/C(=C(\O)c3ccc(OC)c(OC)c3)C(=O)C(=O)N2c2cc(C)on2)c1 (stereo not drawn)	1.1	13	-6	0	1	-6	10	5	-4
CCOC(=O)N1CCC(NC(=O)CS(=O)(=O)Cc2nc(-c3ccc(C)cc3)oc2C)CC1	1	1	4	-4	17	-2	-16	19	5
C/C(=N/NC(=O)CN1CCN(S(=O)(=O)c2ccc(Br)cc2)CC1)c1ccncc1	1	-5	-8	0	-6	0	9	6	0
COc1ccc(Cl)cc1N(CC(=O)NCC(C)C)S(=O)(=O)c1ccc(C)c([N+](=O)[O-])c1	0.96	4	-9	-1	10	4	4	4	-5
Cc1ccc(N=CC=C2OC(C)(C)C(C)(C)O2)c(C)c1	0.83	8	-13	0	11	17	-2	12	-4
Cc1ccc(C)c(OCC(=O)NCC2COc3ccccc3O2)c1 (stereo not drawn)	1	-7	-6	-1	31	-1	-2	14	5
Cc1cc(C)cc(NC(=O)Cn2cc3c(n2)CCCCC3)c1	0.94	17	-4	0	20	6	8	25	-4
O=C(O)CCCN1C(=O)C2C3CC(C2C1=O)C1C(c2ccccc2)c2sc(=O)[nH]c2SC31 (stereo not drawn)	0.9	4	-6	-2	-5	10	-22	7	-3
COc1ccc(NC2(c3ccccc3)OC(=O)c3ccccc32)cc1 (stereo not drawn)	0.97	18	-4	-5	4	3	8	19	0
Cc1ccc(CNC(=O)CN2C(=O)COc3ccc(S(=O)(=O)N4CCC(C)CC4)cc32)o1	0.97	-1	-6	-1	1	3	-6	16	-8
Cc1nc(CNC(=O)c2ccccc2OC2CCN(S(C)(=O)=O)CC2)cs1	1.1	-6	-3	-2	-6	-7	6	4	0
COc1ccc(CNC(=O)C(c2cccs2)N(Cc2ccco2)C(=O)Cc2cccs2)cc1 (stereo not drawn)	1.1	39	-2	1	13	-7	-18	27	1
O=C(O)C1Cc2ccccc2CN1S(=O)(=O)c1ccc(Cl)cc1 (stereo not drawn)	0.95	8	1	3	-4	4	4	8	2
O=C(CSc1nnc(CNC(=O)c2c(F)cccc2F)o1)NCc1ccccc1Cl	1.1	-6	-3	1	0	-5	-2	8	-1
CC1CCN(S(=O)(=O)c2nnc(NC(=O)c3cccc(Cl)c3)s2)CC1	1.1	2	-12	-7	5	-6	-38	15	-7
COC(=O)CC1COc2ccccc2N1C(=O)c1ccc(C(C)(C)C)cc1 (stereo not drawn)	0.99	25	-6	-3	2	1	4	21	-2
Cc1cccc(C)c1NC(=O)C1CCN(C(=O)c2cccs2)CC1	0.96	-4	-4	1	27	4	-1	2	0
Cn1c(N)c(C(=O)CSc2nn(-c3ccc(F)cc3)c(=S)s2)c(=O)n(C)c1=O	0.82	-16	-2	0	-1	18	-3	2	-2
O=C(O)c1cc(O)c2c(c1)C(=O)c1cccc(O)c1C2=O	0.88	18	6	-2	12	12	18	13	21

Some values from the list.
In A3A deaminase, `Cn1c(N)c(C(=O)CSc2nn(-c3ccc(F)cc3)c(=S)s2)c(=O)n(C)c1=O` has the entry -2
In hIAP block, `O=C(CSc1nnc(CNC(=O)c2c(F)cccc2F)o1)NCc1ccccc1Cl` has the entry -2

More results.
SMILES	mIAP act	TIM10 inh	A3G deaminase	beta cell repl	NLRP3 yeast inh	mIAP block	hIAP block	tim10-1 inh	A3A deaminase
O=C(CC(=O)NCc1ccc(Cl)cc1)NCc1ccccc1	1.1	-15	-4	-2	10	-6	-1	3	-7
CCSc1nc2ccccc2n1C(=O)/C=C/c1ccc(OC)c(OC)c1	1	39	-1	0	23	0	5	58*	2
COc1ccc(CC(=O)Nc2ccc(/C(C)=N/NC(=O)c3ccc(OC)cc3OC)cc2)cc1	0.99	-15	-7	-3	12	1	7	-9	2
CCc1ccc(C(=O)C[n+]2cccc3cc(OC)ccc32)cc1	0.9	2	-3	-3	9	10	0	5	11
Cc1cccn2c(=O)c3cc(C(=O)NC4CCCC4)sc3nc12	1.1	24	-6	3	22	-8	-6	29	5
CCN1CCN(c2ccc(S(=O)(=O)N3CCCCC3)cc2NC(=O)Cc2c(Cl)cccc2Cl)CC1	1.1	7	-3	-7	14	-5	-18	6	3
CC(=O)N=c1c(C#N)cc2c(=O)n3ccccc3nc2n1Cc1ccccc1	1.2	-6	-4	-3	-3	-17	15	-6	5
Cc1ccc(S(=O)(=O)N(CC(=O)NC2CCCCCC2)c2ccccc2F)cc1	0.97	40*	-7	-4	-2	3	27	16	1
O=C1C=C(N2CCN(C(=O)c3ccccc3)CC2)C2(CCCCC2)O1	1	-14	-4	2	-8	-2	-16	9	-1
O=C(O)CCCCCNC(=O)c1cccc(Br)c1	1	6	-5	-1	0	0	10	7	-3
CCOP(=O)(c1ccc(N(C)C)cc1)C(O)c1cccnc1 (stereo not drawn)	1	8	5	-2	-4	0	-2	23	-1
CN1CC(=O)N2C(c3cccc([N+](=O)[O-])c3)c3[nH]c4ccccc4c3C[C@H]2C1=O (stereo partly drawn)	0.94	-4	-8	-4	14	6	8	-18	-1
CCCCCC(=O)Oc1cccc(N2C(=O)C3CCCCC3C2=O)c1 (stereo not drawn)	0.96	-7	-4	2	0	4	0	9	-1
O=C(NC1CCCc2ccccc21)c1ccccc1 (stereo not drawn)	0.99	14	-7	-3	9	1	-6	18	-5
O=C(OCC(=O)N1c2ccccc2Sc2ccccc21)c1cccnc1	0.97	6	-6	-5	19	3	0	16	-2
O=S(=O)(Nc1ccc(N2CCOCC2)cc1)c1ccccc1	1.1	-3	-4	-5	5	-6	-7	1	-5
Cc1c(Cl)cccc1NC(=S)Nc1ccccn1	1.1	-24	-2	-1	2	-10	3	17	-2
CN(C)CCN=Cc1c(O)n(Cc2ccc3c(c2)OCO3)c(=O)c2ccccc12	1.1	7	-4	0	32	-9	2	5	0
Cc1cc(C(=O)NNS(=O)(=O)c2cc(C(=O)O)ccc2Cl)c(C)n1-c1ccccc1	0.85	6	7	-3	-1	15	0	11	28
OC(CNCc1ccc(F)cc1)(c1ccc(F)cc1)c1ccc(F)cc1	1	17	-2	-5	4	-3	8	13	0
CCOC(=O)c1c(-c2ccco2)csc1NC(=O)COC(=O)c1cnc(C)cn1	0.88	23	5	3	6	12	6	21	7
CCCNC(=O)Nc1ccsc1C(=O)OC	1	5	-7	-1	16	-4	1	5	-3
O=C(c1cc(-c2cccc(O)c2)on1)N1CCc2ccccc2C1	0.84	1	-5	2	13	16	-3	7	-3
CN(C)C(=O)c1ccc(NC(=O)c2ccccc2-c2ccccc2)cc1	1.1	-11	-7	-2	12	-8	-16	3	-3
COc1ccc(N2CCN(c3cc(C)nc4ccc(OC)cc34)CC2)cc1	0.98	13	-8	-5	22	2	-8	43*	-6
CCOc1ccc(NC(=O)CSc2nccn(-c3ccc4c(c3)OCCO4)c2=O)cc1	0.87	8	-7	-4	14	13	8	12	-4
Cc1cc(C)n(CC(O)Cn2c(C)c(C)c3ccccc32)n1 (stereo not drawn)	0.94	13	13	0	-1	6	-2	35	1
Cc1ccc(N2C(=O)C(Cl)=C(N3CCN(C)CC3)C2=O)c(C)c1	0.94	-21	-8	0	2	6	6	5	-2
CCc1ccccc1NC(=O)/C(=C/c1ccco1)c1ccccc1	1	-18	-4	-2	12	-4	6	28	2
Cc1ccc2c(C)ccc(O)c2n1	1	-15	-6	-6	-20	-2	-24	15	-3
O=C(COC(=O)c1ccncc1)NCc1ccccc1	0.96	6	-7	1	0	4	7	2	-4
CC1(C)CC(=O)C(C(C2=C(O)CC(C)(C)CC2=O)c2cccnc2)C(=O)C1 (stereo not drawn)	1.1	7	-7	-1	7	-6	5	10	-7
CCOC(=O)c1sc2ncnc(Nc3cccc(C(=O)O)c3)c2c1C	1	1	-8	-3	18	-3	10	5	-8
COc1ccc(CCNC(=O)C2CC3Cn4c(nc5cc(C)c(C)cc54)C3N2C)cc1 (stereo not drawn)	1.1	6	10	2	14	-7	8	5	3
CCN(CC(=O)NCc1ccc(Cl)cc1)C(=O)Cc1ccccc1[N+](=O)[O-]	0.9	11	-1	-3	6	10	10	8	-2
COc1cc(C(C[N+](=O)[O-])c2c(-c3ccccc3)cc3ccccn23)cc(OC)c1OC (stereo not drawn)	1	34	-6	-6	20	-2	15	41*	-4
O=Cc1ccc(-n2cncn2)cc1	1	9	-1	-2	-3	-3	-4	14	-3
CCN(CC)C(=O)CSc1nnc(-c2cc(-c3ccc(Cl)cc3)nc3ccccc23)o1	0.81	0	-1	-5	13	18	16	4	3
CC1(C)C(=O)Nc2ccccc2N1C(=O)COC(=O)c1cc(Cl)cc(Cl)c1	1	19	3	-2	8	-3	8	19	10
CN1CCN(c2ccc(S(=O)(=O)N3CCCCC3)cc2NC(=O)c2ccc3ccccc3c2)CC1	0.87	10	-7	-2	22	13	14	14	-4
CCOc1cc(CNn2c(C)nnc2SCC(=O)NC(C)(C)C)ccc1OCC(=O)NC(C)(C)C	1	-4	-3	5	15	-4	-8	14	0
Cc1ccc(C2CC(c3cccc(C)c3)n3nc(N)nc3N2)cc1 (stereo not drawn)	0.99	3	0	1	-3	1	4	15	2
Oc1ccc(-c2csc(Nc3ccccn3)n2)cc1	1	33	0	-6	18	-2	4	32	-5
COc1cccc(NC(=O)CCCN2C(=O)C3CC=CCC3C2=O)c1 (stereo not drawn)	0.95	-6	-6	0	3	5	-11	-10	0
Cc1nc(SCC(=O)N2CCOCC2)c2c3c(sc2n1)CCC3	1	-25	-5	-2	12	0	4	-11	-4
Nc1ccc(N2CCOCC2)cc1C(F)(F)F	1	2	13	3	11	-3	0	11	8
COc1ccccc1N1CCN(/N=C/c2cccc(Cl)c2)CC1	0.98	0	-8	-2	17	2	4	18	-6
Cc1cc(=O)n2c(sc3ccccc32)c1C#N	0.99	-9	-8	0	7	1	-5	11	-3

Pulled by compound from the entries so far:
SMILES	mIAP act	TIM10 inh	A3G deaminase	beta cell repl	NLRP3 yeast inh	mIAP block	hIAP block	tim10-1 inh	A3A deaminase
Cc1ccc(C2CC(c3cccc(C)c3)n3nc(N)nc3N2)cc1 (stereo not drawn)	0.99	3	0	1	-3	1	4	15	2
COc1ccccc1N1CCN(/N=C/c2cccc(Cl)c2)CC1	0.98	0	-8	-2	17	2	4	18	-6
